# PDI inh = inhibitors of human PDI, primary screen, biochemical, turbidity, single point, plate reader. 350,000 compounds, 0.052% hits. inhibition, % at 10 µM. PDI insulin aggregation turbidity, A650, 90 min. Protein disulfide-isomerase (Homo sapiens), P07237. AID 588391, 2011;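 active = mean inhibition across replicates of 30% or more, whatever share of single replicates reach that level; inconclusive = mean inhibition below 30% while every single replicate reaches 30%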;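 also: absorbance from insulin aggregation driven by PDI reduction with DTT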
# Target sequence (P07237 whole entry, looked up): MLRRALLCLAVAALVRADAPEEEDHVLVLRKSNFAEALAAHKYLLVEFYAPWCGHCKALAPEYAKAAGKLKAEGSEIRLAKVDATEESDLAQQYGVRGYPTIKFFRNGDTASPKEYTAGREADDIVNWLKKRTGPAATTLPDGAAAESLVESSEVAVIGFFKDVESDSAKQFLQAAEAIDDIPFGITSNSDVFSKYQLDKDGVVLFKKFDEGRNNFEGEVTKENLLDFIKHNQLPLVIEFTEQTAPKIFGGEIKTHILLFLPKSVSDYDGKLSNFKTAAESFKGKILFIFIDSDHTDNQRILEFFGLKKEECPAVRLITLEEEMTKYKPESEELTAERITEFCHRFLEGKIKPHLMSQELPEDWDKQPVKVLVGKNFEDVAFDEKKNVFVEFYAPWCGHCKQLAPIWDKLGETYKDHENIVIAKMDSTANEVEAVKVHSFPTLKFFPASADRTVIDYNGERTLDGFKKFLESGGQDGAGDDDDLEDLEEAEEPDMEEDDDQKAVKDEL
# ABCB6 inh MLPCN = ABCB6 transporter inhibitors, primary screen, K562-ABCB6 cells, flow cytometry, MLPCN library. ATP-binding cassette sub-family B member 6 (Homo sapiens), Q9NP58. K562-ABCB6 porphyrin accumulation, 1 h; stronger effect = lower value. fluorescence ratio to DMSO, % at 10 µM. 360,000 compounds, 0.19% hits;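 active = fluorescence ratio to DMSO below 75%, the collection mean minus 3 SD; inconclusive = too few cells collected in the well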;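 also: signal is porphyrin accumulated inside mitochondria; 100% equals median channel fluorescence of DMSO control wells; lower ratio means ABCB6 inhibition with less porphyrin fluorescence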
# N-glyco inh = increase of ERlucT glycosylation luciferase signal, primary screen, N-linked glycosylation inhibitor project, D54 ERlucT cells, luminescence, set 2; D54 ERlucT glycosylation luciferase reporter, 24 h; percent of 100 nM tunicamycin response; 360,000 compounds, 0.23% hits; reporter increase, % at 12.5 µM;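 active = mean luciferase reporter signal, scaled so untreated is 0 and the glycosylation-blocking control 100, at or above a set limit in every replicate; inconclusive = mean reaches the limit but not every replicate does; inactive = mean below the limit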;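 also: luciferase carries N-glycosylation sites so blocking glycosylation raises the light; 0% = median of neutral control wells and 100% = median of 100 nM tunicamycin wells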
# Granule exo inh = LAMP-1 surface exposure blockers, TALL-104 cells – cell-based, flow cytometry, MLPCN library, primary screen; inhibition, % at 10 µM; AID 651702, 2012; TALL-104 LAMP-1 surface exposure; cells stimulated with thapsigargin and PMA; 360,000 compounds, 0.66% hits;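 active = inhibition above about 55%, limit read from the data; inconclusive = no clear call, values can overlap the other calls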
# ABHD5 PLIN5 PPI = ABHD5-PLIN5 interaction inhibitors, primary screen, cell lysate, split luciferase complementation, luminescence | 360,000 compounds, 0.78% hits | Perilipin-5 (Homo sapiens) + 1-acylglycerol-3-phosphate O-acyltransferase ABHD5 (Homo … | Split G. princeps luciferase complementation, 4 h | inhibition, % at 4 µM;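 active = inhibition above the mean inhibition across every tested compound plus 3 SD, cut at about 22% in these data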;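 also: 0% = DMSO only wells and the 100% control is not disclosed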
# Cardio protect = cardioprotection against H2O2-induced cell death, primary screen, uHTS, H9c2 cells, ATPLite luminescence; H9c2 cardiomyocytes, H2O2 injury protection, 2 h; protection from H2O2 cell death, % at 20 µM; 360,000 compounds, 0.63% hits;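 active = compounds giving at least 50% protection of heart cells from peroxide-induced death in the single-dose screen, raw or plate-pattern-corrected value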;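 also: 0% = DMSO wells with peroxide and 100% = DMSO wells without peroxide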
# CaV13 FRET inh = Primary screen for inhibitors of IQ motif and Ca2+-dependent inactivation inhibitor domain binding in CACNA1D, Förster resonance energy transfer in living cells, …; inhibition, % at 12.3 µM; HEK cells, CFP/YFP FRET ICDI-IQ, plate reader, 10 min; percent FRET-ratio fall versus neutral wells; AID 743397; 340,000 compounds, 0.098% hits;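 active = mean replicate inhibition of at least 30% and at least 1% of replicates passing that level; inconclusive = only one of the two criteria is met; inactive = neither criterion is met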;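 also: 0% = median of the neutral control wells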
# MC4R barr agon = MC4R agonists recruiting beta-arrestin, primary screen, cell-based, luminescence, agonist arm of biased-ligand search; Melanocortin receptor 4 (Homo sapiens), P32245; U2OS MC4R beta-arrestin complementation; percent of melanotan II response, DMSO zero; activation, % at 8.9 µM; 360,000 compounds, 0.98% hits; AID 540308, 2011;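 active = activation above a per-plate cutoff, the mean activation of sample wells on that plate plus 3 SD, cut at about 8% in these data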
# HTR2A ag = mouse Htr2a agonists via beta-arrestin recruitment, primary screen, cell-based, luminescence; CHO-K1 mHTR2A beta-arrestin complementation; percent of 30 µM serotonin response; activation, % at 7.6 µM; AID 624169, 2012; 5-hydroxytryptamine receptor 2A (Mus musculus), P35363; 360,000 compounds, 0.66% hits;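 active = activation above a run cutoff, the mean activation of all tested compounds plus 3 SD, cut at about 14% in these data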;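 also: 0% = plate median of compound wells and 100% = 30 µM serotonin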
# Target sequence (P35363 whole entry, looked up): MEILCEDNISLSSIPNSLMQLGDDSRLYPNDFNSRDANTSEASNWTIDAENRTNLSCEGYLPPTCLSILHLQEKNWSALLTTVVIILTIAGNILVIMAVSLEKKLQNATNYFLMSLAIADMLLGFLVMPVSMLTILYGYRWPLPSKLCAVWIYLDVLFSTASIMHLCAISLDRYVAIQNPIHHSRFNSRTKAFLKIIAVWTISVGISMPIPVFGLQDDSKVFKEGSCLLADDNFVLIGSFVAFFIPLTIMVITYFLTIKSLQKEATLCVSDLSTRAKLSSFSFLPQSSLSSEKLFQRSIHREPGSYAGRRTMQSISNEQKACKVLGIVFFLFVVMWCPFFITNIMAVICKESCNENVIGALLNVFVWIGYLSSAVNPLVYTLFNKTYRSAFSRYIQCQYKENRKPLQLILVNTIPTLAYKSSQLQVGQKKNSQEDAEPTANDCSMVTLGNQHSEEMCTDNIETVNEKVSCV
# MC4R antag cAMP = MC4R antagonists of cAMP signaling, primary screen, cell-based, TR-FRET, antagonist arm of biased-ligand search | Melanocortin receptor 4 (Homo sapiens), P32245 | MC4R-expressing cells, MTII-stimulated cAMP, LANCE TR-FRET | inhibition, % at 6.5 µM | 360,000 compounds, 0.48% hits | AID 540295, 2011;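 active = inhibition above its plate's cutoff, the mean of tested wells on that plate plus 3 SD, cut at about 29% in these data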;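 also: 0% = Melanotan II alone and 100% = Melanotan II plus saturating MCL0020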
#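 system = U2OS cells with stable human MC4R expression | also added = Melanotan II challenge after compound preincubation | dosing = one concentration, 6.5 µM nominal | incubation = compound 30 min, challenge 1 h, detection 1 h | measured by = TR-FRET with Eu-cAMP and labeled anti-cAMP, 671 nm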
# * = called active by the depositor; ? = inconclusive; / = not tested or not shown. Rows are unselected; any-hit rate near 4.2%.
SMILES,PDI inh,ABCB6 inh MLPCN,N-glyco inh,Granule exo inh,ABHD5 PLIN5 PPI,Cardio protect,CaV13 FRET inh,MC4R barr agon,HTR2A ag,MC4R antag cAMP
Cc1cccc(NC(=O)CC2C(=O)NCCN2C(=S)Nc2ccccc2)c1 (centres undefined),10,97,1,-1,1,-8,/,-0.4,0,8
CCn1c2ccccc2c2nnc(SCC(=O)OCN3C(=O)c4ccccc4C3=O)nc21,-4,97,1,-7,-9,31,-5,0.8,0,7
Cc1ccccc1NC(=O)c1ccc2c(c1)C(=O)N(CCC(C)C)C2=O,3,86,-3,0,8,-6,/,7.2,2,11
FC(F)(F)c1cccnc1-n1cncn1,-2,98,1,0,5,5,-5,0.8,-1,8
CCCCNc1c(-c2ccc(SC3CCCCC3)c(OC)c2)nc2ccc(Cl)cn12,3,119,-1,-4,-16,-15,-6,-0.2,1,-1
CCOc1ccccc1NC(=O)C(OC(=O)c1ccccc1O)c1ccccc1 (centres undefined),-3,95,-1,-8,-5,-4,-5,-0.7,2,11
COc1cc(F)ccc1-c1cc(C(=O)NCc2ccc(F)cc2)[nH]n1,1,96,2,6,-2,-6,-7,-1.5,-3,1
CCN=C1S/C(=C\c2cc(OCC)c(O)cc2Br)C(=O)N1CC,11,113,0,-2,-13,-8,-6,3.0,-1,6
COC(=O)C(O)(NC(=O)c1ccncc1)C(F)(F)F (centres undefined),-3,96,3,20,-10,-1,-2,-0.3,3,17
C=CCOc1ccccc1CNc1cccc(F)c1,-5,103,1,0,-6,2,-5,1.4,0,10
Cc1cccc(CC(=O)N2CCN=C2SCc2ccc([N+](=O)[O-])cc2)c1,1,88,2,-2,-14,1,-14,0.3,-4,18
CCC(=O)Nc1nc(OC)cc(OC)n1,-2,99,2,-9,4,6,/,0.1,0,5
O=C(Nc1ccc(Br)cn1)c1coc(=O)c(Br)c1,6,99,-2,-4,-8,0,-21,-2.6,-6,-5
COc1ccc(CNC(=O)CCCc2ccccc2)cc1,-6,97,1,0,1,4,-4,-1.3,1,0
COc1ccc(C(O)c2nc(-c3cc4ccccc4o3)cs2)cc1 (centres undefined),3,95,2,49,-8,-7,-5,2.5,-2,3
CCOc1ccc(N(CC(=O)NC(C)(C)C)S(=O)(=O)c2c(C)noc2C)cc1,1,106,0,10,-13,3,5,-0.9,-1,9
O=C(NNC(=O)c1cc(-c2ccc(Cl)cc2)nc2ccccc12)c1csc(N2CCOCC2)n1,-1,100,1,-3,14,43,-18,-3.7,2,-1
O=C(NCCS(=O)(=O)N1CCN(Cc2ccccc2)CC1)c1ccccc1,-8,96,0,-11,3,0,-15,-3.6,7,-3
COc1cccc(NC(=O)CN(C)C(=O)CCCc2nc3ccccc3c(=O)[nH]2)c1,-13,94,-1,-3,-4,64*,-5,-0.8,8,8
CCC(C)NS(=O)(=O)c1ccc(S(=O)(=O)N2CC=C(c3ccc(F)cc3)CC2)cc1 (centres undefined),6,92,0,20,-15,-11,-3,1.3,-7,13
CCC(=O)N1CCc2cc(S(=O)(=O)Nc3ccc4c(c3)OCCO4)ccc21,6,95,-1,1,2,-33,/,-1.0,7,5
Cc1cc(C)c(S(=O)(=O)N(C2=NCCS2)S(=O)(=O)c2c(C)cc(C)cc2C)c(C)c1,-5,89,-2,0,-8,-9,-1,1.2,1,12
O=C(O)C1CC=CCC1C(=O)Nc1cccc(C(=O)N2CCCCC2)c1 (centres undefined),-6,96,3,-2,-5,-1,-6,0.1,1,0
CCCC(=O)Nc1ccc(-c2cn3cccnc3n2)cc1,1,100,0,-2,1,1,-2,-1.1,3,5
Cc1ccc(S(=O)(=O)N2CCCCC2)cc1NC(=O)C1CC(=O)N(c2ccc3c(c2)OCCO3)C1 (centres undefined),-8,97,2,28,8,-4,-6,-2.4,-3,4
O=C(NCc1ccc(Cl)cc1)c1cc2c(nc3sccn32)s1,4,97,-2,-1,-3,11,-6,0.8,4,3
COc1ccc(-c2cc(C(=O)OCC(=O)c3c(N)n(C)c(=O)n(C)c3=O)c3ccccc3n2)cc1,9,89,0,1,0,1,11,-0.8,-3,14
O=C(NC(=S)Nc1ccc(F)c(Cl)c1)C1CC1,-7,88,2,0,4,-1,-3,-2.8,3,-3
C[C@]12C=CC(=O)C=C1CC[C@@H]1[C@@H]2C(=O)C[C@@]2(C)[C@H]1CC[C@]2(O)C(=O)COC(=O)CCC(=O)O,-5,100,5,6,-7,1,-4,-1.5,6,1
COc1ccc(CCNS(=O)(=O)c2c(C)nc3scc(C)n3c2=O)cc1OC,-6,100,1,0,12,-3,-5,-1.8,0,5
CCN(CC)S(=O)(=O)c1ccc(C)c(NC(=O)CSc2nc3ccc(C)cc3[nH]2)c1,-9,96,0,1,-6,-6,-17,-0.6,-6,1
CCOC(=O)c1ccc(CC(=O)c2ccc(O)cc2O)o1,13,92,-3,5,-2,13,-7,-0.4,7,2
S=C(NCCc1ccccc1)N1CCN(C(c2ccccc2)c2ccccc2)CC1,4,98,-6,-1,-4,-6,-5,0.4,-3,11
COc1ccc(NC(=O)C(=O)NCc2ccncc2)c(OC)c1,-14,88,0,0,-4,8,-4,-2.0,-5,3
CN1CCN(C2=C(Cl)C(=O)C(c3cnc(N4CCCCC4)s3)=C(Cl)C2=O)CC1,3,115,15,17,3,-19,/,1.9,1,-2
C[C@H](NC(=O)C1CC(=O)N(c2ccc3c(c2)OCCO3)C1)C(=O)NCc1ccco1 (some centres undefined),1,98,2,-9,2,6,-2,-1.4,-3,11
Cc1ccc(NC(=O)c2ccc([N+](=O)[O-])o2)c(C)c1,9,97,15,5,-5,-22,-7,-0.8,-10,3
Cc1ccc(S(=O)(=O)N(CC(=O)NCC2CCCO2)Cc2ccc(F)cc2)cc1 (centres undefined),0,96,0,2,3,0,-2,-0.3,1,2
COc1ccccc1CNC(=O)c1cccc(NC(=O)c2ccccc2)c1,-5,105,-1,1,4,8,-6,-1.0,13,9
O=C(N1CCOCC1)C12CC3CC(C1)CC(n1cnc(Cl)n1)(C3)C2,4,98,2,-2,4,9,-5,0.0,-2,4
O=C(COC(=O)c1cnccn1)c1ccc2ccccc2c1,-9,102,2,-2,6,-9,/,0.0,-1,3
COc1cc(OC)c(C2N(c3ccccn3)C(=O)C3CCCN32)cc1OC (centres undefined),11,98,-3,-2,5,5,-5,-0.7,5,-4
Cc1onc(-c2c(Cl)cccc2Cl)c1C(N)=O,-1,95,0,5,1,6,-8,-0.5,-1,11
COc1ccc(C2(C)NC(=O)N(CC(=O)Nc3ccc(Br)c(C)c3)C2=O)cc1OC (centres undefined),12,104,-2,-1,-3,-4,-3,-1.1,-11,17
Cc1csc(SCc2nc3sc4c(c3c(=O)[nH]2)CCC4)n1,-18,97,1,-2,-1,52*,-5,-1.0,0,-2
Cc1cccc(S(=O)(=O)N2CN(CC3CCCO3)c3nc4ccccc4nc32)c1 (centres undefined),-8,103,1,-3,-5,3,-7,-3.7,7,0
COc1ccccc1C(C)NC(=O)CCC(=O)N1CCN(S(=O)(=O)c2ccc(Cl)cc2)CC1 (centres undefined),-7,97,0,-2,0,-27,-5,-0.1,-1,13
CC(=O)CSc1nnc(-c2ccc3c(c2)OCO3)o1,8,96,-15,0,-2,-6,-3,-2.2,-3,-2
OCC1(Cc2cccc(Cl)c2)CCCN(Cc2sc(N3CCCC3)nc2Cl)C1 (centres undefined),-4,91,-7,-3,-3,-13,-2,2.4,-9,-2
COc1ccc(C2=NS(=O)(=O)N(C)C(C(=O)NCc3cccs3)=C2)cc1OC,/,103,3,-3,-8,-3,9,-0.3,0,3

# Later entries:
SMILES,PDI inh,ABCB6 inh MLPCN,N-glyco inh,Granule exo inh,ABHD5 PLIN5 PPI,Cardio protect,CaV13 FRET inh,MC4R barr agon,HTR2A ag,MC4R antag cAMP
COc1ccc(NC(=O)COc2nsnc2N2CCCCC2)cc1,12,92,-3,-2,-10,-6,-8,0.5,5,7
COCCCNC(=S)N1CCN(C(=O)c2ccco2)CC1,-10,97,2,0,1,1,-16,-2.0,3,13
O=C(C1CCN(Cc2ccc(Cl)cc2)CC1)N1CCN(Cc2ccc3c(c2)OCO3)CC1,0,99,-5,7,1,-3,/,-1.6,-13,0
Nc1c(C(=O)CSc2nnnn2-c2ccccc2)c(=O)[nH]c(=O)n1C1CC1,5,103,3,-2,-2,-4,-6,-1.1,-1,1
CC(C)Oc1cccc(NC(=O)c2cnccc2C(F)(F)F)c1,15,98,0,16,-6,2,-6,-2.8,-3,1
Cc1ccc(-c2cn3c(n2)SCC3)cc1,-5,99,-1,-1,-6,-8,-2,-1.9,0,4
Cc1ccc(CN(CC(=O)NC2CCCC2)C(=O)c2csnn2)cc1,-9,89,0,?,-1,8,-6,5.4,1,2
O=C1CN(S(=O)(=O)c2ccc(Cl)cc2C(F)(F)F)CCN1,3,104,2,2,4,-5,-4,-1.8,3,1
Cc1cccc2c(C(=O)Nn3cnnc3)cc(-c3ccccc3Cl)nc12,0,104,0,4,-7,-3,-7,-0.8,4,-3
N#CCCn1cc(C(N)=O)c(-c2ccc3ccccc3c2)n1,-4,107,-3,-4,5,-1,-20,-2.1,1,17
CC[C@@H](C)C(NC(=O)OC(C)(C)C)c1cn([C@@H](Cc2ccc(O)cc2)C(=O)N2CCN(C(=O)OC(C)(C)C)CC2)nn1 (some centres undefined),-5,109,-1,-1,3,11,-5,0.1,1,2
COc1ccccc1CN(C)C(=O)c1cc(-c2cccs2)nc2ccccc12,-2,96,-3,50,8,6,-3,-0.2,6,17
CC(C)CC(COCc1ccc(Cl)cc1)N1CCN(C(=O)c2cccc(C(F)(F)F)c2)CCC1=O (centres undefined),1,92,-2,-5,0,-2,-4,2.4,3,4
